# GAA glycogen mod: GAA glycogen-cleavage inhibition or activation. P10253. recombinant GAA, glycogen substrate, Amplex Red glucose oxidase fluorescence. Potency, µM (titrated, usually from 76.4 µM), for inactives: at the top dose activity change, negative = inhibition, actives largely listed as inhibitors. 0.38% of 300,000 active; active means well fitted inhibition curve with a large enough effect; inconclusive means small, poorly fitted or top-dose-only effect, or another doubt; inactive means no such curve, though single readings can be large or run the other way;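 further: 0% = full enzyme reaction and -100% = no-enzyme basal signal; the screen sought inhibitors and activators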
#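 Recombinant enzyme (4 nM final) with compounds titrated up to 77 uM and bovine liver glycogen (30 ug) in citrate pH 5.0, 0.01% Tween-20, 37 C 40 min. Released glucose detected by Amplex Red/glucose oxidase (Ex 573/Em 610); AC50 from Hill fits.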
# * = called active by the depositor; ? = inconclusive; [ ] = remark or other dose. Potency means the concentration at half of the fitted maximal effect.
SMILES,GAA glycogen mod
COc1ccc(S(=O)(=O)N2CCCOC2CNC(=O)C(=O)NCCc2ccco2)cc1C (stereo not drawn),-2%[76.3 µM]
CC(=O)N/N=C\c1ccccc1OC/C=C/c1ccccc1,-2%[76.3 µM]
COc1ccccc1N1C(=O)Cc2ccccc2C1=O,?
Cc1ccc(Cl)cc1NC(=O)NCc1cccnc1,-2%[76.3 µM]
CCOc1ccc(NC(=O)[C@@H](NC(=O)c2ccco2)C(C)C)cc1,2%
Cc1[nH]c(C)c(S(=O)(=O)N2CCN(c3ccccc3F)CC2)c1C(=O)N1CCCC1,-2%[76.3 µM]
CCOc1ccccc1Nc1nc(-c2ccc(C)cc2)c(CC(=O)O)s1,-24%[76.3 µM]
CCCNC(=O)c1ccccc1SCc1c(C)noc1C,4%[76.3 µM]
COc1ccc(/C=C2\SC(=S)N(CCC(=O)Nc3cccc(C(=O)O)c3)C2=O)cc1,-12%[76.3 µM]
O=[N+]([O-])c1cc([N+](=O)[O-])c(Oc2ccc(F)cc2F)cc1NN1CCCCC1,22%[76.3 µM]
CC(NC(=O)c1ccco1)C(=O)N1CCN(C(c2ccccc2)c2ccccc2)CC1 (stereo not drawn),2%[76.3 µM]
Cc1ccc(-n2nc3c(c2NC(=O)CC(C)C)CS(=O)(=O)C3)cc1,-1%[76.3 µM]
CCOC(=O)N1CCN(C(=O)c2cn(CC)c3ccc(S(=O)(=O)N4CCOCC4)cc3c2=O)CC1,2%[76.3 µM]
N#Cc1ccccc1NC(=O)C(=O)NCC(c1cccnc1)N1CCN(c2ccccc2)CC1 (stereo not drawn),-12%[76.3 µM]
CCC1CCCCN1S(=O)(=O)c1cc2c(cc1C)NC(=O)CO2 (stereo not drawn),-5%[76.3 µM]

# A draw from above in order of formula weight, high to low.
SMILES,GAA glycogen mod
COc1ccc(S(=O)(=O)N2CCCOC2CNC(=O)C(=O)NCCc2ccco2)cc1C (stereo not drawn),-2%[76.3 µM]
CCCNC(=O)c1ccccc1SCc1c(C)noc1C,4%[76.3 µM]
CC(=O)N/N=C\c1ccccc1OC/C=C/c1ccccc1,-2%[76.3 µM]

# (continued)
SMILES,GAA glycogen mod
O=C(O)c1cc(N/N=C/c2c(O)ccc3ccccc23)ccc1Cl,?
O=C(NCc1ccco1)C1CCN(S(=O)(=O)c2cccc([N+](=O)[O-])c2)CC1,-6%
CCn1cc(S(=O)(=O)c2ccc(Cl)cc2)c(=O)c2cc(F)c(N3CCOCC3)cc21,3%[76.3 µM]
COc1ccccc1Oc1ccc(N2CC(C(=O)OCC(=O)c3ccccc3)CC2=O)cc1 (stereo not drawn),-18%[76.3 µM]
Cc1nc2ccccc2c2oc(C(=O)N3CCN(c4ccc([N+](=O)[O-])cc4)CC3)cc12,6%[76.3 µM]
CCc1ccc(C(=O)Nc2nc3ccccc3[nH]2)cc1,3%
CCCNc1nc(Nc2ccc(C)c(Cl)c2)c2cnn(C)c2n1,4%
COc1cc(Cl)c(CN2CCCC(CO)(Cc3cccc(Cl)c3)C2)cc1OC (stereo not drawn),5%[76.3 µM]
O=C(O)c1ccc(Nc2nc(-c3ccccc3)nc3ccccc23)cc1,2%
COC(=O)c1ccc(C2c3[nH]c4ccccc4c3C[C@H]3C(=O)N(C)CC(=O)N23)cc1 (stereo partly drawn),5%
NS(=O)(=O)c1ccc(CNC(=O)CCCSc2ccccc2)cc1,-12%
COc1cccc(-c2cc(C(=O)Nc3cnn(Cc4ccc(Cl)cc4Cl)c3)no2)c1,-6%[76.3 µM]
CCOC(=O)c1ccc(NC(=O)c2cn3c4c(ccc(Cl)c4c2=O)OC(C)C3)cc1 (stereo not drawn),?
COCC(=O)N1CCc2cc(OC)c(OC)cc2C1COc1ccc2c(C)cc(=O)oc2c1 (stereo not drawn),17%[76.3 µM]
O=C(c1ccc(Cl)cc1)N1CCN(CCOc2ccccc2)CC1,-1%

# Quoted at random: 2 records from the list, in no set order.
SMILES,GAA glycogen mod
O=C(O)c1cc(N/N=C/c2c(O)ccc3ccccc23)ccc1Cl,?
CCc1ccc(C(=O)Nc2nc3ccccc3[nH]2)cc1,3%

# Later entries:
SMILES,GAA glycogen mod
Cc1coc2c(C)c3oc(=O)c(CCC(=O)N4C[C@H]5C[C@@H](C4)c4cccc(=O)n4C5)c(C)c3cc12,14%[76.3 µM]
N#CC1=C2SCN(C3CCCCC3)CN2C(=O)CC1c1ccc(Cl)cc1 (stereo not drawn),2%[76.3 µM]
COc1ccc(-c2cn[nH]c2-c2ccc(OCC(=O)NN)cc2O)cc1OC,-10%
Cc1ccc(S(=O)(=O)N(C)CC(=O)NCCc2c[nH]c3ccccc23)cc1,-7%
COc1ccc(S(=O)(=O)N(C)CC(=O)NCCN2CCOCC2)cc1C,-6%
CCn1c(CC(=O)Nc2ccc(F)cc2)nnc1SCC(=O)Nc1nnc(C)s1,-1%
Cc1oc(-c2ccccc2Cl)nc1CS(=O)CC(=O)NCc1ccc2c(c1)OCO2 (stereo not drawn),-2%[76.3 µM]
CCOC(=O)N1CCN(C(=O)CN(C)S(=O)(=O)c2ccc(Cl)cc2)CC1,1%
Cc1ccc(CNC(=O)c2ccc(N3CCC4(CC3)CC(c3ccccc3)=NO4)c(NC(=O)c3ccc(Br)cc3)c2)cc1,12%[76.3 µM]
COc1ccc(CCC(=O)Nc2nccs2)cc1OC,0%
COc1ccc(CCNCC(O)COc2ccc(Cl)cc2)cc1OC (stereo not drawn),0%[76.3 µM]
COc1cccc(-c2nc(CS(=O)CC(=O)NC3CCCCC3)c(C)o2)c1 (stereo not drawn),-5%[76.3 µM]
COC(=O)c1ccc(Cl)cc1NC(=O)N1CCC(CN2CCC(C)CC2)CC1,12%[76.3 µM]
CCn1c(SCC(=O)Nc2cc(C)on2)nc2c(c1=O)SCC2,5%[76.3 µM]
COc1cc(OC)c(NC(=O)c2csc(C)c2)cc1Cl,5%[76.3 µM]
CCCCCCC1CCC(C(=O)NC(C(=O)O)C(C)C)CC1 (stereo not drawn),16%[76.3 µM]
O=c1cc(CN2CCN(Cc3ccc(F)cc3)C(CCO)C2)[nH]c2ccccc12 (stereo not drawn),0%[76.3 µM]
O=C(CN1C(=O)CCSc2ccc(S(=O)(=O)N3CCCC3)cc21)NCc1ccccc1Cl,-7%[76.3 µM]
O=C(CCn1cnnn1)Nc1cc(C(F)(F)F)cc(C(F)(F)F)c1,-13%[76.3 µM]
COc1ccc(S(=O)(=O)N(CC(=O)Nc2ccccc2Br)Cc2ccccc2)cc1,6%[76.3 µM]
O=C(Nc1cccc(F)c1F)C1CCN(c2ncccn2)CC1,16%[76.3 µM]
COC(=O)COc1ccc(/C=N/NS(=O)(=O)c2ccccc2)cc1,-2%[76.3 µM]
CC1CN(Cc2ccccc2)c2nc3c(c(=O)n(CC(=O)O)c(=O)n3C)n2C1 (stereo not drawn),-12%[76.3 µM]
O=C(NCCCN1CCOCC1)c1c(F)c(F)c(F)c(F)c1F,-7%[76.3 µM]
CC(NC(=O)C(=O)N1CCCCC1)C(c1cccs1)N1CCN(c2ccc(F)cc2)CC1 (stereo not drawn),-3%[76.3 µM]
CCc1ccccc1NC(=O)CCOc1ccccc1,5%
CCN(CC)CCNC(=O)c1ccc(NC(=O)Cc2ccsc2)cc1,2%[76.3 µM]
Cc1ccc2nc3c(cc2c1)c(NC(=O)C(C)(C)C)nn3CC(C)C,-6%
COc1ccc(N2CCN(C3CCCN(Cc4cccc(C)c4)C3)CC2)cc1 (stereo not drawn),-18%[76.3 µM]
COc1ccc(CCNC(=O)c2cc(=O)c3cc(C)cc(C)c3o2)cc1OC,0%[76.3 µM]
COc1ccccc1NC(=O)c1ccc(N2CC3CC(C2)c2cccc(=O)n2C3)c(NC(=O)c2ccncc2)c1 (stereo not drawn),3%[76.3 µM]
CCN(CC)CCC(=O)N1c2ccccc2Sc2ccc(NC(=O)OC)cc21,-7%[76.3 µM]
CCOc1ccc(NC(=O)C(=O)c2cc(C)n(-c3cc(C)cc(C)c3)c2C)cc1,-2%[76.3 µM]
CC(C)c1ccc(Nc2c(-c3ccco3)nc3ccccn23)cc1,?
COc1cc(OC)cc(C(=O)NCCNc2nc3cc(C)cc(C)c3cc2C#N)c1,9%[76.3 µM]
CCc1c(C)nc2cc(-c3ccc(Cl)cc3)[nH]n2c1=O,12%[76.3 µM]
O=C(O)c1ccc2c(=O)n3c(nc2c1)/C(=C/c1ccc(Cl)c([N+](=O)[O-])c1)CC3,-10%
Cc1cc(OCCn2c(C3CC(=O)N(Cc4ccc(F)cc4)C3)nc3ccccc32)ccc1Cl (stereo not drawn),-9%[76.3 µM]
Cc1cc(NC(=O)COc2ccc(F)c(Cl)c2)no1,2%[76.3 µM]
COCCn1c(SCC(=O)Nc2ccccc2C(F)(F)F)nc2ccccc2c1=O,-9%[76.3 µM]
CCOc1ccc(NC(=O)CN2C(=O)COc3ccccc32)cc1,-2%[76.3 µM]
Cc1cc(=O)oc2c3c(cc(OCC(=O)N4CCC[C@H]4C(=O)O)c12)OC(C)(C)CC3,-27%[76.3 µM]
CN(C)c1ccc(C2N(C)C(=O)c3ccccc3N2C)cc1 (stereo not drawn),-24%[76.3 µM]
Cc1cccc(NC(=O)c2ccc(S(=O)(=O)N3CCCC3)cc2)c1C,7%[76.3 µM]
CSc1ncccc1C(=O)N1CCN(S(=O)(=O)c2cc(C)ccc2C)CC1,4%
CC(=O)NC(Cc1cc(C)ccc1C)C(=O)N1CCN(C(=O)c2ccc([N+](=O)[O-])cc2)CC1 (stereo not drawn),5%[76.3 µM]
Cc1ccc(Cl)cc1N1CCN(C(=O)c2cn(C)c3ccc(S(=O)(=O)N4CCCCC4)cc3c2=O)CC1,10%[76.3 µM]
Cc1cc(C)cc(Oc2c(C(F)(F)F)oc3cc(OCC(=O)O)ccc3c2=O)c1,5%
CC1CCN(S(=O)(=O)c2ccc3c(c2)oc(=O)n3CC(=O)NCc2ccc(F)cc2)CC1,-2%[76.3 µM]
CCCC(=O)Nc1ccc2nn(-c3ccc(OC)cc3)nc2c1,-23%[76.3 µM]
COc1ccc(C(=O)N/C(=C\c2ccccc2)C(=O)Nc2ccc(C(=O)NCC(=O)O)cc2)cc1,-18%[76.3 µM]
COc1ccc(NC(=O)NCCc2c[nH]c3ccccc23)c(OC)c1,-2%
Cc1c(Cl)cccc1-c1ccc(CNCc2ccccn2)o1,18%[76.3 µM]
Cc1c(C(=O)Nc2c(C)n(C)n(-c3ccccc3)c2=O)oc2c(Cl)cccc12,-3%[76.3 µM]
Cc1ccc(NC(=O)C2CCN(c3ncnc4c3nc3n4CCCCC3)CC2)nc1,-5%[76.3 µM]
CCC1CCc2nc3sc(C(=O)Nc4ccc(F)c(F)c4)c(N)c3cc2C1 (stereo not drawn),13%[76.3 µM]
COc1ccc(CC(=O)NCC(=O)N/N=C/c2c[nH]c3ccccc23)cc1,-3%[76.3 µM]
CCn1c(CCNC(=O)c2ccco2)nc2ccccc21,13%
CCCOC1CCCN(C(=O)c2ccc3oc(C(C)C)nc3c2)C1 (stereo not drawn),-1%[76.3 µM]
Cc1ccccc1NC(=O)CCOc1ccccc1,-3%

# Rewritten with each value named: part of the list above
CCCC(=O)Nc1ccc2nn(-c3ccc(OC)cc3)nc2c1
  GAA glycogen mod: -23%[76.3 µM]

COc1ccc(C(=O)N/C(=C\c2ccccc2)C(=O)Nc2ccc(C(=O)NCC(=O)O)cc2)cc1
  GAA glycogen mod: -18%[76.3 µM]

COc1ccc(NC(=O)NCCc2c[nH]c3ccccc23)c(OC)c1
  GAA glycogen mod: -2%

Cc1c(Cl)cccc1-c1ccc(CNCc2ccccn2)o1
  GAA glycogen mod: 18%[76.3 µM]

# Further compounds.
SMILES,GAA glycogen mod
COc1cc(C2C(C(=O)Nc3ccccc3)=C(C)Nc3nnnn32)cc(OC)c1OC (stereo not drawn),-11%[76.3 µM]
COCc1c(C(=O)N/N=C(/C)c2ccc(OCc3ccccc3)cc2)nnn1-c1nonc1N,6%[76.3 µM]
Cc1ccc(C)c(NC(=O)Cn2c(=O)n(Cc3ccc4c(c3)OCO4)c(=O)c3ccc(C(=O)NC4CCCCC4)cc32)c1,17%[76.3 µM]
Cc1ccc(OCC(=O)NCCNC(=O)COc2ccc(C)cc2)cc1,2%[76.3 µM]
COc1ccc(Cl)cc1S(=O)(=O)N1CCC(C(=O)NCc2ccco2)CC1,0%[76.3 µM]
CCCCn1c(C2CCCCC2)nc2cc3[nH]c(=O)c(C(C)C)nc3cc21,-2%[76.3 µM]
COc1ccc(OC)c(C2c3[nH]c4ccccc4c3C[C@H]3C(=O)N(CCCOC(C)C)CC(=O)N23)c1 (stereo partly drawn),-4%
COc1ccc(-c2csc3ncnc(N4CCN(c5ccccc5[N+](=O)[O-])CC4)c23)cc1,-9%[76.3 µM]
COc1ccc(CNC(=O)c2cncc(Br)c2)cc1,-2%
O=C(O)c1cccc([N+](=O)[O-])c1C(=O)Nc1cccc2ccccc12,-1%[76.3 µM]
O=C(CSc1nc2ccccc2n1Cc1c(F)cccc1Cl)N1CCN(c2ccc(F)cc2)CC1,-10%[76.3 µM]
COc1ccc(CC(=O)N/N=C/c2cc([N+](=O)[O-])cc(Br)c2O)cc1,-1%
COCCCN1C(=O)C(=O)/C(=C(/O)c2ccc(S(=O)(=O)N3CCCCC3)cc2)C1c1ccc(OC)cc1 (stereo not drawn),3%[76.3 µM]
CC(C)(C)Nc1ncnc2sc(-c3ccccc3)cc12,1%

# Compound activity: PubChem, National Center for Advancing Translational Sciences (NCATS)

# Some of the compounds tested (hit frequency here may not be typical).
